# Screens deposited in PubChem BioAssay by several laboratories.
# CatL inh – inhibitors of human cathepsin L, biochemical. Procathepsin L (Homo sapiens), P07711. purified cathepsin L, fluorogenic substrate, fluorescence. inhibition, %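 (tested at 10 µM)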. hit rate 0.17% among 58,000. AID 460, 2006; in the data active = inhibition above about 45%;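 also: 0% = enzyme with no compound and 100% = no enzyme blank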
# FXIIa inh mix – human factor XIIa inhibitors, primary screen, biochemical, pooled compound mixtures, fluorogenic substrate; Coagulation factor XII (Homo sapiens), P00748; AID 684, 2007; purified FXIIa; inhibition, % at 5 µM; hit rate 0.2% among 62,000;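 also: 0% = enzyme without compound and 100% = no enzyme blank; some results filed as inactive read as strong as hits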
# Target sequence (P00748 20-372 limits assumed): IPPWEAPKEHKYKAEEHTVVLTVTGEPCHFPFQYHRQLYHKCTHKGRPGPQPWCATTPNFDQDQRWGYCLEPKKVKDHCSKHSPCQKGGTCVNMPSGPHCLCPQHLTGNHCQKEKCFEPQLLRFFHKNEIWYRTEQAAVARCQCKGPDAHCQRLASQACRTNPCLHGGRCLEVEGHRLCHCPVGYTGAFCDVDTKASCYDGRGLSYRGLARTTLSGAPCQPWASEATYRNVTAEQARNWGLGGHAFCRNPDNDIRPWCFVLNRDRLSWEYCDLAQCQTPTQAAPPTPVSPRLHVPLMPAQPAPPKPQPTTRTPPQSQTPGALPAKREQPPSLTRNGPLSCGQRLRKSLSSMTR
# Target sequence (P00748 373-615 limits assumed): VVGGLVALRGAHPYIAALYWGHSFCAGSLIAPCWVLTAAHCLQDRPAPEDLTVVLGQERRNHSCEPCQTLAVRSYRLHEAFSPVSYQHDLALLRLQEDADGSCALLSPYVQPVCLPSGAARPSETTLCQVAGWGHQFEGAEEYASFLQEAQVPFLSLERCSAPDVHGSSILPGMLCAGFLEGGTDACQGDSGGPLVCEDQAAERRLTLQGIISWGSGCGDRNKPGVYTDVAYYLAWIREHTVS
# Cdc25B inh – inhibitors of Cdc25B phosphatase catalytic domain, primary screen, biochemical, OMFP fluorescence | M-phase inducer phosphatase 2 (Homo sapiens), P30305 | recombinant Cdc25B, OMFP fluorescence Ex485/Em525 | inhibition, %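 (compounds tested at 10 µM final in the well)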 | hit rate 0.1% among 65,000 | AID 368, 2006; in the data active = inhibition above about 50%
# C1s block – complement C1s protease inhibitors, primary screen, biochemical, 10-compound mixtures. mean inhibition % of two 10-compound mixtures (active compounds read high), % at 5 µM (by protocol). hit rate 0.16% among 62,000. Complement C1s subcomponent (Homo sapiens), P09871. purified C1s, fluorogenic AMC substrate, pooled mixtures;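 active = inhibition above 20% in each of the two 10-compound mixture wells holding the compound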;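 also: 0% = enzyme wells lacking compound mixture and 100% = no-enzyme blank wells; some compounds called inactive have numbers as strong as hits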
# 5HT1a ag – human 5-HT1a receptor agonists, primary screen, cell-based, CHO, Ga15 NFAT-bla reporter; AID 567, 2006; hit rate 0.56% among 65,000; activation, % at 10 µM; 5-hydroxytryptamine receptor 1A (Homo sapiens), P08908; CHO 5-HT1a Ga15 NFAT-bla reporter, FRET ratio; 0% basal, 100% maximal reference agonist;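 active = activation above the screen-wide mean activation plus 3 SD, cut at about 19% in these data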;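 also: 0% = DMSO wells and 100% = 5-CT at EC100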
# Target sequence (P08908 whole entry, looked up): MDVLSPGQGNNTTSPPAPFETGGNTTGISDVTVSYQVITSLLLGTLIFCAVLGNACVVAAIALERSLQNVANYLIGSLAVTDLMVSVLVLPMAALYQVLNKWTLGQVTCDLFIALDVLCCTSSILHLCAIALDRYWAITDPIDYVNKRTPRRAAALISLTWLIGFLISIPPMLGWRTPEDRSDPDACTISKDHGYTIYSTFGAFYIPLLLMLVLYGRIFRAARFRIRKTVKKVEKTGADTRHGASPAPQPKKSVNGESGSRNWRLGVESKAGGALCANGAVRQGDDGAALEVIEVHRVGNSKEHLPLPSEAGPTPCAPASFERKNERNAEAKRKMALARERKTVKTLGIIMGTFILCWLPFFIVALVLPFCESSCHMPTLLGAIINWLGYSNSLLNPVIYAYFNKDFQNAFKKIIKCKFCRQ
# FXIa inh mix – FXIa protease inhibitors in compound pools, primary screen, biochemical, 10-compound mixtures; AID 680, 2007; hit rate 0.19% among 62,000; purified FXIa, fluorogenic substrate, pooled mixtures; Coagulation factor XI (Homo sapiens), P03951; inhibition, % at 5 µM;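 also: each value is inhibition by a whole ten-compound pool holding the compound; 0% = enzyme with no mixture and 100% = wells lacking enzyme; strong numbers were not always called active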
# CatG inh – human cathepsin G inhibitors, primary screen, biochemical, pooled compound mixtures, AMC fluorescence | hit rate 0.2% among 62,000 | AID 581, 2007 | purified enzyme, AMC-tetrapeptide fluorescence | inhibition, % at 5 µM (by protocol);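 active = inhibition above 20% in each of the two mixture wells holding the compound; inactive = inhibition of 20% or less in either well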;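 also: 0% = enzyme control without mixture and 100% = blank lacking enzyme; strong numbers were not always called active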
# DUSP1 inh – MKP-1 phosphatase inhibitors, primary screen, biochemical, in vitro; Dual specificity protein phosphatase 1 (Homo sapiens), P28562; recombinant MKP-1, OMFP hydrolysis fluorescence; inhibition, %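 (compounds tested at a single concentration somewhere between 10 and 100 µM)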; hit rate 0.15% among 65,000;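 active = inhibition above about 50%, limit read from the data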;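 also: 0% = DMSO max control wells and 100% = wells with enzyme stopped by NaOH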
# Hsp90 block – tumor Hsp90 inhibitors, primary screen, cell lysate, fluorescence polarization, NCI-N417 lysate. inhibition, % at 30 µM. Cy3B-geldanamycin FP displacement. hit rate 0.35% among 64,000. AID 429, 2006. Heat shock protein HSP 90-alpha (Homo sapiens), P07900;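 active = inhibition above 50%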;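 also: 0% = tracer plus lysate wells and 100% = tracer alone without lysate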
# * = called active by the depositor; x = no result given. Rule as the data show it, unless noted: active = inhibition above about 20% (passing the limit was not always enough); inactive = the rest. Compounds as they come; 1.6% or so of the library scored in one or more.
SMILES,CatL inh,FXIIa inh mix,Cdc25B inh,C1s block,5HT1a ag,FXIa inh mix,CatG inh,DUSP1 inh,Hsp90 block
O=C(Cn1cnc2c(oc3ccccc32)c1=O)N1CCN(c2ccccc2)CC1,2.1,0.6,-12.7,-10.3,0.7,3.0,19.4,-4.5,2.0
CC(C)Sc1nnc([C@@H]2CCCN2C(=O)OC(C)(C)C)o1,-4.9,16.2,4.9,4.7,-3.2,7.9,-2.6,31.4,-1.8
CCOC(=O)CSC1=C(C#N)C(c2ccccc2C)C2=C(CCCC2=O)N1 (configuration not stated),-1.5,-20.6,-0.2,0.8,0.5,2.5,-2.3,-4.8,-1.8
CCn1c(SCC(=O)NC2CCCCC2C)nnc1-c1ccc(OC)cc1 (configuration not stated),-3.0,x,13.9,x,-0.4,x,x,-19.1,0.9
Cc1nnc(SCC(=O)c2c(N)n(C)c(=O)n(C)c2=O)[nH]c1=O,2.5,13.3,1.3,-1.0,0.5,3.7,4.5,-15.4,-6.1
O=C1CN(C(=O)COC(=O)C23CC4CC(CC(O)(C4)C2)C3)c2ccccc2N1,1.3,0.1,7.4,5.1,-0.3,8.7,2.5,7.1,-3.5
Cc1c(C)c2cc(Cl)c(O)c(CN3CCCCC3)c2oc1=O,-55.9,7.8,2.3,-262.8,2.5,-14.4,-4.7,-8.9,2.1
CC(C#N)On1c(SC(C)C#N)nc2ccccc2c1=O (configuration not stated),15.7,2.7,5.9,-1.6,0.7,7.0,-0.4,-4.9,2.0
CN(C)C(=O)COn1c(SCC(=O)N(C)C)nc2ccccc2c1=O,12.8,x,-17.9,x,-0.3,x,x,-12.0,2.6
Cc1nc2ncnn2c(C)c1CCC(=O)O,x,x,1.0,x,-0.1,x,x,3.1,-3.2
COc1ccc(OC(C)C(=O)N2CCN(c3ccccn3)CC2)cc1 (configuration not stated),-7.1,0.2,-16.3,2.3,0.1,11.4,4.4,-2.7,-2.2
Cc1cccc(Cn2c(=O)n(Cc3ccco3)c(=O)c3ccccc32)c1,-1.6,0.7,-3.8,-1.4,-1.1,1.0,-4.3,-1.6,0.0
Cc1nc2ccc(Nc3nc4cc(S(=O)(=O)N5CCOCC5)ccc4o3)cc2s1,0.7,6.5,14.0,1.1,-0.4,-1.2,1.5,43.0,6.4
O=C(CSc1nc2ccccc2c(=O)n1Cc1ccco1)c1ccc(F)cc1,4.9,0.7,-5.4,-22.1,1.2,0.9,7.5,0.4,-2.2
c1ccc(-c2cn3cccnc3n2)cc1,-282.6,-0.9,-0.5,-60.2,0.4,-14.2,-5.4,10.0,-5.5
O=C(Nc1ccccc1C(F)(F)F)C1CC(=O)N(c2ccccc2F)C1 (configuration not stated),8.8,13.7,0.0,1.6,0.3,10.3,3.3,-1.3,-5.0
COc1cc(-c2nc3n(n2)C(c2ccncc2)C(C(N)=O)=C(C)N3)cc(OC)c1OC (configuration not stated),10.9,6.6,-2.1,-12.2,-2.0,6.3,-1.8,10.6,-0.8
COC(=O)c1cc(CSc2nc3ccc(C)cc3[nH]2)oc1C,10.4,3.6,-6.8,1.7,2.8,5.1,-2.2,3.8,x
O=C(Nc1ccccc1)N1CC=C(c2ccccc2)CC1,6.5,9.8,-5.9,4.2,-1.9,3.4,8.5,3.6,-4.7
CC(=O)N1C(=O)c2cccc3cccc(c23)C(=O)N1C(C)=O,-8.4,5.5,0.7,-19.7,-2.3,1.2,7.6,6.8,1.5
CCOC(=O)c1c(C)c(C(=O)NCCN2CCOCC2)c(C)n1C,4.0,5.8,-0.2,-6.0,-4.5,5.6,0.2,-6.8,-1.4
COC(=O)c1ccc(COc2ncnc3c(Cl)cc(Cl)cc23)o1,1.5,5.4,-12.3,1.0,-0.3,-0.9,2.1,16.8,-1.4
Cc1cc(C)n(C(CC(=O)N2CCc3ccccc3C2)C(=O)O)n1 (configuration not stated),-1.6,6.4,-9.5,-24.4,-1.5,4.3,-10.1,5.5,-2.6
CCCCS(=O)(=O)NC1=NCN(Cc2ccco2)CN1,8.4,-13.2,-11.4,-31.5,-2.2,3.1,0.0,5.5,-4.0
CCN(CC)CCOC(=O)c1ccc(NC(=O)CCNC(=O)Cn2ccc3ccccc3c2=O)cc1,x,6.4,17.5,1.5,0.6,5.3,1.5,6.1,-0.6

# Record cards, from the list above.
# Record of COc1cc(-c2nc3n(n2)C(c2ccncc2)C(C(N)=O)=C(C)N3)cc(OC)c1OC (configuration not stated) = CatL inh: 10.9; FXIIa inh mix: 6.6; Cdc25B inh: -2.1; C1s block: -12.2; 5HT1a ag: -2.0; FXIa inh mix: 6.3; CatG inh: -1.8; DUSP1 inh: 10.6; Hsp90 block: -0.8
# Record of CCCCS(=O)(=O)NC1=NCN(Cc2ccco2)CN1 = CatL inh: 8.4; FXIIa inh mix: -13.2; Cdc25B inh: -11.4; C1s block: -31.5; 5HT1a ag: -2.2; FXIa inh mix: 3.1; CatG inh: 0.0; DUSP1 inh: 5.5; Hsp90 block: -4.0

# The results go on:
SMILES,CatL inh,FXIIa inh mix,Cdc25B inh,C1s block,5HT1a ag,FXIa inh mix,CatG inh,DUSP1 inh,Hsp90 block
Cc1[nH]nc2c1C(=O)CC(C)(C)C2,2.3,-1.7,-13.5,12.3,1.0,3.4,-4.3,-15.2,-0.6
CCCn1c(SCC(=O)NCCc2ccccc2)nnc1-c1ccccn1,-1.3,-25.6,1.8,0.2,-4.1,0.1,9.4,-1.3,-0.8
O=C(NCCO)C1CCN(S(=O)(=O)c2ccc(F)cc2)CC1,7.3,-0.7,5.7,4.3,-5.4,-0.4,0.8,5.8,0.6
O=C1OC(NC(=O)c2ccccc2)C(n2cc(CO)nn2)=C1Cl (configuration not stated),12.8,0.8,7.5,6.3,-3.5,2.6,2.1,23.3,-3.6
O=C(N1CCCCCC1)N1CCN(C(=O)N2CCOCC2)CC1,1.0,-1.1,-6.7,-13.0,0.4,0.7,-1.8,6.9,0.1
Cc1ccc(Cn2c(SCC(C)C)nc3c2c(=O)n(C)c(=O)n3C)cc1,4.3,-17.7,-13.1,0.9,2.8,9.6,10.1,-11.3,-3.6
COc1ccc(-c2nc(CSCC(=O)NCC3CCCO3)c(C)o2)cc1OC (configuration not stated),3.2,2.6,-2.2,48.8,-0.8,17.2,14.9,10.6,-2.1
COc1ccc(C2C(C(=O)Nc3cccc(C)n3)c3ccccc3C(=O)N2C)cc1 (configuration not stated),17.3,-8.1,-3.5,0.7,0.3,5.6,9.2,8.4,x
O=C(CSc1nnnn1-c1ccc(F)cc1)NC1CCCCC1,2.9,0.3,-6.1,-30.1,-0.9,-6.2,4.4,35.4,0.4
CC(C)OCCCNC(=O)c1ccc2c(c1)ncn2C1CCCC1,x,15.1,-13.8,0.3,-0.8,13.3,2.9,3.6,-1.0
Cc1cc(C)nc(NC(=O)c2ccc(OC(C)C)cc2)n1,-6.5,7.4,-1.3,-34.2,-2.5,9.1,12.4,-0.2,1.0
Cc1nc2ncnn2c(C)c1CCC(=O)NC(C)CCc1ccco1 (configuration not stated),4.0,9.8,-7.9,0.8,-2.5,-0.4,5.6,-9.9,3.3
CC1(C)CC(=O)CC(C)(C)N1OC(=O)c1ccccn1,-8.7,4.0,-6.6,11.9,-2.4,6.6,4.7,3.7,-0.6
NC(=O)c1oc2ccccc2c1NC(=O)c1ccco1,x,2.7,3.0,-135.6,-1.5,-10.8,-15.0,8.5,-1.6
COCCCNC(=O)c1c(N)n(/N=C/c2cccnc2)c2nc3ccccc3nc12,-79.7,x,-15.0,x,6.6,x,x,-15.9,-1.8
CC1CCC/C(=C\Nc2ccc(O)cc2)C1=O (configuration not stated),3.9,2.0,2.5,0.8,-1.4,0.2,-0.7,-9.0,-3.0
COCCNC(=O)C(c1ccccc1)N(CCOC)C(=O)Cn1nnc2ccccc21 (configuration not stated),0.5,-15.4,-0.1,-99.2,-0.7,-9.1,-0.7,0.5,-7.5
CCOC(=O)C1=C(c2ccccc2)N(C)C(=O)NC1c1ccc(OC(F)F)c(OC)c1 (configuration not stated),7.5,7.4,-10.1,-30.0,0.7,7.5,-1.7,5.0,-1.4
Cc1ccc(S(=O)(=O)N2CCN(C(=O)CC3CCCC3)CC2)cc1,19.4,9.9,-8.5,-36.3,-1.3,-11.8,0.5,1.4,-0.1
COc1cccc(-c2nc(CS(=O)(=O)CC(=O)NCCC(C)C)c(C)o2)c1,-0.2,5.2,-17.6,15.5,-4.2,8.0,10.3,10.8,-1.9
CC1CCCCC1NC(=O)C1CCN(C(=O)c2sccc2-n2cccc2)CC1 (configuration not stated),-4.5,1.9,-10.8,14.6,-0.2,0.9,11.2,6.1,-1.4
O=C(Nc1nccs1)c1ccc(Br)o1,-0.3,3.9,-12.2,-14.5,-3.5,-0.8,-2.9,26.3,-3.6
CCCn1c(SCC(=O)NCCc2ccccc2)nnc1-c1cccnc1,-10.3,3.3,-3.9,-42.5,-1.8,-29.4,-16.4,-9.4,-1.9
CCOCCCNS(=O)(=O)c1ccc2c(c1)oc(=O)n2CC(=O)OCC,0.9,3.2,-6.9,8.4,-3.4,6.3,-41.1,18.0,-2.9
C=CCn1cnc2scc(-c3ccccc3)c2c1=O,10.1,12.3,0.2,17.6,2.8,-2.1,9.8,7.5,-2.6
SMILES,CatL inh,FXIIa inh mix,Cdc25B inh,C1s block,5HT1a ag,FXIa inh mix,CatG inh,DUSP1 inh,Hsp90 block
COc1ccccc1C1SCCN1S(C)(=O)=O (configuration not stated),-2.5,9.5,-8.6,17.4,-1.7,5.9,11.6,-14.6,0.5
Nc1nc(-c2ccccc2)cc(-c2ccccc2O)n1,-4.1,8.8,-12.3,-24.0,-1.2,4.6,-6.3,-15.1,0.4
COc1cc(C)nc(NC(=O)COc2ccc(Cl)cc2C)n1,-11.7,6.3,5.2,2.2,-1.2,3.7,3.4,7.1,-5.5
CC(C)=CC(=O)OCC(=O)NC(=O)NC(C)(C)C,8.7,13.4,-9.7,17.2,1.2,10.5,6.0,8.0,-3.4
CCn1c(Cc2ccccc2)nnc1SCc1nc2ccccc2c(=O)[nH]1,4.1,-15.3,1.9,14.4,0.8,4.7,18.4,7.3,-11.3
CCOC(=O)c1c(C)c(C(=O)Nc2ccc3c(c2)OCCO3)c(C)n1C,-4.4,3.1,-15.7,-2.1,-2.8,1.7,6.0,26.5,-9.8
O=c1c(-c2ccccc2)n[nH]c2ccccc12,10.8,4.6,-8.2,-170.9,0.2,-33.0,-19.7,-18.1,-0.3
C=CCc1ccccc1OCC(O)CN1CCN(c2ccc(OC)cc2)CC1 (configuration not stated),-1.9,4.6,-23.1,14.7,-0.8,8.4,11.4,-5.9,-0.9
CCCCCCSc1nc2c(c(=O)[nH]c(=O)n2C)n1C,9.9,1.9,3.7,-1.5,-3.5,0.5,7.1,14.8,-1.8
COc1ccc(S(=O)(=O)Nc2ccccc2C(F)(F)F)cc1,-6.1,0.8,-1.0,3.9,-2.5,-1.4,5.5,9.2,-0.5
N#CCCN(C(=O)Nc1ccc(Cl)cc1)c1ccccc1,4.8,-15.5,-0.1,-5.1,1.9,-0.5,-7.8,-11.3,-3.0
COc1ccc(NC(=O)c2cc3n(n2)C(C(F)(F)F)CC(c2ccco2)N3)cc1 (configuration not stated),-4.3,2.8,2.7,7.0,-0.1,3.6,7.1,1.5,0.5
Cc1sc2ncnc(SC(C)C#N)c2c1C (configuration not stated),9.9,4.3,-11.7,-19.6,-2.8,0.6,-10.0,-9.4,-3.3
